TRAIL sens C8 = sensitizes caspase-8 expressing cells to TRAIL | NB7+C8 cells + TRAIL, ATPlite viability luminescence | AID 624354 | actives 1% (n = 360,000) | inhibition (viability loss, TRAIL sensitization), % at 10 µM;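 active means compounds causing at least 50% loss of cell viability in the single-dose screen, relative to plate controls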
LMP1 NFkB inh = reduces LMP1-driven NF-kappaB luciferase signal; LMP1-induced NF-kappaB luciferase reporter cells, luminescence; inhibition, % at 12.5 µM; actives 0.69% (n = 350,000); AID 504558; in the data active means inhibition above about 41%;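 further: 0% = neutral control wells and 100% = reference inhibitor control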
KKLEB tox = reduces viability of KKLEB cystic fibrosis airway cells; AID 602141; activity change (cytotoxicity), % at 5 µM; actives 0.36% (n = 360,000); KKLEB CF airway cells viability, ATPlite luminescence, overnight; hits give low values; cells stimulated with P. aeruginosa culture filtrate;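 active means corrected activity change at or below -50% at 5 µM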
HIF-2a inh = blocks HIF-2a reporter activity. 786-0 RCC cells HIF-2a reporter, luciferase luminescence, overnight. inhibition, % at 18.8 µM. actives 0.72% (n = 360,000). AID 624352;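 active means inhibition of the luminescence signal of 40% or more relative to plate controls, in a single-dose primary screen at 18.75 µM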
iPSC survival up = enhancers of human iPSC single-cell survival | hiPSC single-cell survival, ATPlite luminescence; 100% = ROCK inhibitor wells, 0% = DMSO | survival enhancement, % at 20 µM | actives 0.044% (n = 360,000) | AID 602274; in the data active means survival enhancement above about 18%;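 further: cells exposed to compounds for 16 hours before the ATP read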
NR2E3 ag-1 = activates human NR2E3 receptor. Q9Y5X4. CHO-S Gal4-NCOR/VP16-NR2E3 two-hybrid, luciferase. inhibition of corepressor binding, % at 3.98 µM. actives 0.35% (n = 360,000). AID 602229;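 active means inhibition above the mean of all tested compounds plus 3 SD, cut at about 70% in these data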;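 further: 0% = DMSO with NR2E3 transfected cells and 100% = cells lacking NR2E3 construct; higher means lower luciferase signal from less NR2E3 corepressor binding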
Target sequence (Q9Y5X4 whole entry, looked up, the tested form may be a part): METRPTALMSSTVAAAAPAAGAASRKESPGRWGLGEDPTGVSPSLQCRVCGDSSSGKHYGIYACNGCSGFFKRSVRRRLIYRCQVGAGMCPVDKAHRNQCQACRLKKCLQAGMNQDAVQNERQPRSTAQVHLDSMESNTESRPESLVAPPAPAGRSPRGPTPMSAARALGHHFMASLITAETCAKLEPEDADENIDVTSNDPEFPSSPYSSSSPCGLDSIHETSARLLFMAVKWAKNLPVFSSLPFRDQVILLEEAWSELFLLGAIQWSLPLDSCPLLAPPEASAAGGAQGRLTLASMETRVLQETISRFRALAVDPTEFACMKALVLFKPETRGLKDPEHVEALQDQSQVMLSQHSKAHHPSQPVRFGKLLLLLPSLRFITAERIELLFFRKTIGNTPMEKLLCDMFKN
NR2E3 ag-2 = agonists of human nuclear receptor NR2E3; actives 0.12% (n = 320,000); GST-NR2E3/biotin-RetCOR TR-FRET, 1536-well; inhibition of corepressor binding, % at 4.78 µM; AID 2300;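 active means percent inhibition above the cutoff of mean plus 3 SD of all tested compounds, set per screening campaign, cut at about 20% in these data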;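 further: 0% = DMSO wells and 100% = biotin wells as full block of FRET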
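Material: NR2E3–RetCOR corepressor complex / Incubation: Compound–protein incubation for 5 h at 4 °C / Dosing: compound at 4.8 µM, single dose / Detection: time-resolved FRET / Benchmarks: high control biotin, low control 0.6% DMSO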
TRPM1 prom inh = inhibitors of MITF-driven TRPM1 promoter in melanoma cells; SK-MEL-5 TRPM1 promoter luciferase, 24 h; inhibition, % at 12.5 µM; actives 0.83% (n = 330,000); AID 488899;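 active means mean inhibition across replicates of 60% or more, whatever share of single replicates reaches that level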; further: values of inactives mirror those of a sister screen read the other way
Peg3 prom inh = inhibitors of Peg3 promoter; AID 588405; actives 1.7% (n = 360,000); HeLa PEG-Prom luciferase reporter, luminescence, overnight; inhibition, % at 20 µM;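 active means inhibition of at least 50% at 20 µM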
CF NFkB block = blocks PAF-induced NF-kB reporter in cystic fibrosis cells | KKLEB NF-kB-GFP reporter, GFP fluorescence overnight | inhibition, % at 5 µM | actives 0.86% (n = 360,000) | AID 588850;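 active means at least 50% inhibition at 5 µM, scaled per plate between neutral and stimulator controls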;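 further: PAF is a Pseudomonas aeruginosa culture filtrate used as stimulus; plate controls were PAF-stimulated DMSO wells for no effect and unstimulated DMSO wells for full effect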
Shn3 3UTR inh = reduces Shn3 3'UTR luciferase signal in osteoblasts. Clone20 osteoblast Shn3 3'UTR firefly luciferase, 24 h. inhibition, % at 12.5 µM. actives 0.52% (n = 360,000). AID 588674;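 active means mean inhibition of at least 75% with every replicate also reaching 75%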;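 further: 0% = median of neutral control wells and 100% = pilot-screen positive control compound; some compounds past the cut are filed as inactive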
The depositor's hits bear a star. This is a subset. The share of hits here may be higher or lower than overall.

COc1cccc(OC)c1NC(=O)NC(=O)c1c(OC)c(Br)cc([N+](=O)[O-])c1OC was read as TRAIL sens C8 -9.9, LMP1 NFkB inh -6.0, KKLEB tox 2.5, HIF-2a inh 10.6, iPSC survival up -0.4, NR2E3 ag-1 9.1, NR2E3 ag-2 -0.8, TRPM1 prom inh -11.0, Peg3 prom inh 18.2, CF NFkB block -3.6 and Shn3 3UTR inh -9.4.
Screening CC(C)CN1C(=O)C(=O)N(CC(=O)Nc2cc(Cl)ccc2Oc2ccccc2)C1=O returned TRAIL sens C8 -11.9, LMP1 NFkB inh -0.1, KKLEB tox -4.7, HIF-2a inh -3.2, iPSC survival up -0.4, NR2E3 ag-1 -12.0, NR2E3 ag-2 3.0, TRPM1 prom inh -6.8, Peg3 prom inh 6.8, CF NFkB block 6.6 and Shn3 3UTR inh -2.8.
Screening O=C(NCc1ccncc1)c1ccc(-c2ccc(F)c(F)c2)c2ccoc12 returned TRAIL sens C8 19.7, KKLEB tox 2.6, HIF-2a inh -28.5, iPSC survival up -2.4, NR2E3 ag-1 84.1*, Peg3 prom inh -20.0, CF NFkB block -40.0 and Shn3 3UTR inh 54.1.
Screening O=C(Nc1ccccc1N1CCOCC1)c1csc2c1CCCC2 returned TRAIL sens C8 -36.2, LMP1 NFkB inh -10.8, KKLEB tox -1.2, HIF-2a inh -48.3, iPSC survival up 0.4, NR2E3 ag-1 -22.2, NR2E3 ag-2 4.6, TRPM1 prom inh -12.2, Peg3 prom inh -8.4, CF NFkB block -9.9 and Shn3 3UTR inh 6.4.
CCNC(=O)C1CCCN(C(=O)c2ccccc2F)CC1 (centres undefined) was read as TRAIL sens C8 -0.1, KKLEB tox -14.2, HIF-2a inh 2.3, iPSC survival up 7.4, NR2E3 ag-1 8.8, Peg3 prom inh -1.6, CF NFkB block 27.7 and Shn3 3UTR inh -19.4.
`COc1ccc(-c2noc(CNS(=O)(=O)c3ccc(NC(C)=O)cc3)n2)cc1` gave TRAIL sens C8 -0.9, LMP1 NFkB inh 1.0, KKLEB tox -7.2, HIF-2a inh -10.8, iPSC survival up -0.3, NR2E3 ag-1 -1.1, NR2E3 ag-2 0.1, TRPM1 prom inh 7.9, Peg3 prom inh -11.5, CF NFkB block -13.5 and Shn3 3UTR inh 7.4.
For O=C(Nc1ccc(F)cc1)c1cc2ccccc2o1 the results were TRAIL sens C8 26.9, LMP1 NFkB inh -15.0, KKLEB tox -4.3, HIF-2a inh -241.9, iPSC survival up -0.5, NR2E3 ag-1 -72.1, NR2E3 ag-2 2.0, TRPM1 prom inh -32.8, Peg3 prom inh -307.3, CF NFkB block 0.5 and Shn3 3UTR inh -27.2.
`COc1ccc2oc(C(=O)Nc3ccccc3N3CCOCC3)c(C)c2c1` gave TRAIL sens C8 19.8, LMP1 NFkB inh -9.5, KKLEB tox -1.6, HIF-2a inh -49.5, iPSC survival up 0.3, NR2E3 ag-1 -26.4, NR2E3 ag-2 3.3, TRPM1 prom inh -7.4, Peg3 prom inh -11.2, CF NFkB block -1.9 and Shn3 3UTR inh -6.5.
For c1cc2c(cnc3cscc32)s1 the results were TRAIL sens C8 -3.1, LMP1 NFkB inh 9.2, KKLEB tox 10.3, HIF-2a inh 20.9, iPSC survival up 1.0, NR2E3 ag-1 -11.7, NR2E3 ag-2 -1.4, TRPM1 prom inh 7.4, Peg3 prom inh 17.5, CF NFkB block -7.6 and Shn3 3UTR inh 5.4.
For CCN(CC(=O)NCc1ccc(Cl)cc1)C(=O)Cc1ccc(OC)cc1 the results were TRAIL sens C8 -1.7, LMP1 NFkB inh -10.5, KKLEB tox 4.1, HIF-2a inh 15.1, iPSC survival up -0.1, NR2E3 ag-1 11.4, NR2E3 ag-2 1.7, TRPM1 prom inh 5.3, Peg3 prom inh 7.2, CF NFkB block -14.7 and Shn3 3UTR inh 11.5.
`O=C(OCCCCOC(=O)c1ccccc1)c1ccccc1` gave TRAIL sens C8 -7.5, LMP1 NFkB inh -3.9, KKLEB tox 2.5, HIF-2a inh 5.7, iPSC survival up 0.0, NR2E3 ag-1 8.4, NR2E3 ag-2 3.4, TRPM1 prom inh 12.8, Peg3 prom inh -15.3, CF NFkB block -4.5 and Shn3 3UTR inh -9.5.
For Cn1nccc1C(=O)N1CCOCC1 the results were TRAIL sens C8 -5.8, LMP1 NFkB inh -5.8, KKLEB tox 11.3, HIF-2a inh 20.4, iPSC survival up 0.5, NR2E3 ag-1 -18.9, NR2E3 ag-2 1.1, TRPM1 prom inh -0.1, Peg3 prom inh 9.8, CF NFkB block -93.1 and Shn3 3UTR inh 11.2.
For Cn1ccc2c(/C=C/c3ccc(F)cc3)cc3c(c21)C1CCC3C1 (centres undefined) the results were TRAIL sens C8 17.2, KKLEB tox 1.2, HIF-2a inh -13.3, iPSC survival up 2.9, NR2E3 ag-1 8.6, Peg3 prom inh -3.9, CF NFkB block -7.6 and Shn3 3UTR inh -6.1.
`O=C(CSc1n[nH]c(-c2cccnc2)n1)Nc1ccc(Cl)cc1` gave TRAIL sens C8 -6.6, LMP1 NFkB inh 5.4, KKLEB tox -10.7, HIF-2a inh 1.7, iPSC survival up -0.8, NR2E3 ag-1 -20.7, NR2E3 ag-2 2.5, TRPM1 prom inh 5.1, Peg3 prom inh 12.8, CF NFkB block 5.1 and Shn3 3UTR inh 2.4.
Screening CCNc1nc(NC(C)(C)C)nc(Oc2ccc(=O)n(-c3ccccc3)n2)n1 returned TRAIL sens C8 5.5, LMP1 NFkB inh 7.2, KKLEB tox -7.0, HIF-2a inh 22.4, iPSC survival up 1.6, NR2E3 ag-1 5.0, NR2E3 ag-2 1.5, TRPM1 prom inh 7.9, Peg3 prom inh 4.4, CF NFkB block 15.5 and Shn3 3UTR inh 14.8.
For O=C1CCCN1CC(=O)N1CCCC(N2CCN(c3cccc(Cl)c3)CC2)C1 (centres undefined) the results were TRAIL sens C8 17.4, LMP1 NFkB inh -8.7, KKLEB tox -0.4, HIF-2a inh -95.5, iPSC survival up -0.4, NR2E3 ag-1 -30.2, NR2E3 ag-2 -1.4, TRPM1 prom inh -18.8, Peg3 prom inh -59.0, CF NFkB block 8.3 and Shn3 3UTR inh -30.7.
For CC(C(=O)NCc1cccs1)N1C(=O)c2ccccc2C1=O (centres undefined) the results were TRAIL sens C8 2.7, LMP1 NFkB inh 4.2, KKLEB tox 2.4, HIF-2a inh 7.7, iPSC survival up -2.7, NR2E3 ag-1 -11.9, NR2E3 ag-2 0.9, TRPM1 prom inh 8.5, Peg3 prom inh 8.9, CF NFkB block -8.0 and Shn3 3UTR inh -9.8.
Screening Cc1ccc(NC(=O)OC(C)CNC(=O)Oc2cccc(C)c2)cc1 (centres undefined) returned TRAIL sens C8 -3.3, LMP1 NFkB inh -22.0, KKLEB tox 2.3, HIF-2a inh -182.8, iPSC survival up -0.8, NR2E3 ag-1 -38.8, NR2E3 ag-2 2.0, TRPM1 prom inh -45.8, Peg3 prom inh -111.4, CF NFkB block -16.3 and Shn3 3UTR inh -26.3.
Screening CCN(CC)CC#CCC1(O)c2ccccc2-c2ccccc21 returned TRAIL sens C8 0.3, LMP1 NFkB inh -6.5, KKLEB tox 5.3, HIF-2a inh -4.7, iPSC survival up 1.8, NR2E3 ag-1 -0.6, NR2E3 ag-2 0.7, TRPM1 prom inh -2.0, Peg3 prom inh 10.1, CF NFkB block 7.3 and Shn3 3UTR inh -15.9.
`Clc1ccc(-c2c[nH]c3ccccc23)nn1` gave TRAIL sens C8 -3.5, LMP1 NFkB inh -16.9, KKLEB tox -1.8, HIF-2a inh -116.3, iPSC survival up -0.1, NR2E3 ag-1 -13.6, NR2E3 ag-2 5.5, TRPM1 prom inh -1.6, Peg3 prom inh -70.6, CF NFkB block -9.2 and Shn3 3UTR inh -10.7.

Gathered by group, those above with an NH in an aromatic ring.
`O=C(CSc1n[nH]c(-c2cccnc2)n1)Nc1ccc(Cl)cc1` gave TRAIL sens C8 -6.6, LMP1 NFkB inh 5.4, KKLEB tox -10.7, HIF-2a inh 1.7, iPSC survival up -0.8, NR2E3 ag-1 -20.7, NR2E3 ag-2 2.5, TRPM1 prom inh 5.1, Peg3 prom inh 12.8, CF NFkB block 5.1 and Shn3 3UTR inh 2.4.
`Clc1ccc(-c2c[nH]c3ccccc23)nn1` gave TRAIL sens C8 -3.5, LMP1 NFkB inh -16.9, KKLEB tox -1.8, HIF-2a inh -116.3, iPSC survival up -0.1, NR2E3 ag-1 -13.6, NR2E3 ag-2 5.5, TRPM1 prom inh -1.6, Peg3 prom inh -70.6, CF NFkB block -9.2 and Shn3 3UTR inh -10.7.

New compounds follow.
For COC(=O)/C(=C(/F)Sc1cc(C)c(O)c(C)c1)C(F)(F)F the results were TRAIL sens C8 -3.4, LMP1 NFkB inh 2.9, KKLEB tox 1.3, HIF-2a inh 8.3, iPSC survival up 4.2, NR2E3 ag-1 7.7, NR2E3 ag-2 3.5, TRPM1 prom inh 24.5, Peg3 prom inh 63.2*, CF NFkB block -3.6 and Shn3 3UTR inh -3.0.
CCOc1ccccc1CNC(=O)CCC(=O)N1Cc2ccccc2Oc2ncccc21 was read as TRAIL sens C8 8.4, LMP1 NFkB inh 2.2, KKLEB tox -1.5, HIF-2a inh 4.7, iPSC survival up -0.3, NR2E3 ag-1 8.3, NR2E3 ag-2 -2.2, TRPM1 prom inh 6.3, Peg3 prom inh 10.6, CF NFkB block -4.7 and Shn3 3UTR inh 16.4.
For Cc1ccc(S(=O)(=O)NCCC(=O)N2CCN(Cc3ccccc3)CC2)cc1 the results were TRAIL sens C8 -3.4, LMP1 NFkB inh -4.4, KKLEB tox -1.2, HIF-2a inh -7.7, iPSC survival up -1.8, NR2E3 ag-1 -12.3, NR2E3 ag-2 2.8, TRPM1 prom inh 3.8, Peg3 prom inh 9.4, CF NFkB block -15.0 and Shn3 3UTR inh 1.2.
Screening CC1(C(=O)NNC(=O)c2cccc([N+](=O)[O-])c2)CC1(Br)Br (centres undefined) returned TRAIL sens C8 -33.3, LMP1 NFkB inh -0.1, KKLEB tox -3.4, HIF-2a inh 0.6, iPSC survival up 1.1, NR2E3 ag-1 22.4, NR2E3 ag-2 0.4, TRPM1 prom inh 4.0, Peg3 prom inh 4.7, CF NFkB block 8.3 and Shn3 3UTR inh -22.4.
`CC(=O)Nc1cccc2c1C(=O)N(c1ccc(C)cc1)C2=O` gave TRAIL sens C8 1.3, LMP1 NFkB inh 3.1, KKLEB tox -7.9, HIF-2a inh -57.1, iPSC survival up 3.1, NR2E3 ag-1 -15.5, NR2E3 ag-2 1.0, TRPM1 prom inh 10.7, Peg3 prom inh -17.2, CF NFkB block -0.2 and Shn3 3UTR inh -12.8.
Screening Cc1cc(OCC(=O)NC2CCN(C)CC2)ccc1[N+](=O)[O-] returned TRAIL sens C8 -1.8, LMP1 NFkB inh -8.7, KKLEB tox 0.2, HIF-2a inh 10.8, iPSC survival up -0.2, NR2E3 ag-1 -14.9, NR2E3 ag-2 -0.5, TRPM1 prom inh -7.0, Peg3 prom inh -7.6, CF NFkB block 10.4 and Shn3 3UTR inh -9.5.

Bioassay records from PubChem.
